Screening results from PubChem BioAssay.
Pol beta inh – inhibitors of human DNA polymerase beta; Pol beta primer extension/strand displacement, fluorescence kinetic; 340,000 tested, 1.3% active; AID 485314; P06746; Potency, µM (titrated, usually from 114 µM), without a hit: top-dose activity change, negative = inhibition, usual class: inhibitors; further: potency means the concentration at half of the fitted maximal effect; on the % scale 0 is the no-effect control and ±100 the full control effect
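Reaction started by 50 nM substrate onto compound-treated Pol beta (10 nM, 15 min preincubation, room temperature); plates read at 0 min and 10 min. Normalized concentration-effect data fitted by four-parameter Hill equation.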
ERG Ets-DNA blk – blocks human ERG Ets domain binding to DNA; P11308; fluorescence polarization, His-ERG Ets domain / labelled DNA; Potency, µM (titrated, usually from 76.9 µM), inactives show top-dose FP activity, negative = inhibition, hits mostly inhibitors; 370,000 tested, 0.028% active; active means well fitted inhibition curve with a large enough effect in the polarisation, with a control signal flat; inconclusive means small, poorly fitted or top-dose-only effect, or effect the other way, or a change in a side signal; inactive means no such curve, though single readings can be large or run the other way; the % refers to the polarisation;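 further: polarization taken with two DNA probes labelled with fluorescein and Texas red; potency means the concentration at half of the fitted maximal effect; % of control where 0% means no effect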
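His-tagged ERG Ets domain (1 uM in the protein solution; 300mM KCl, 50mM Tris-HCl, 1mM EDTA, 1mM DTT, pH 7.5) received compound, then a probe mix of 5 nM fluorescein-DNA and 100nM Texas-615-DNA. Fluorescence polarization was read for both dyes.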
ALOX12 inh – ALOX12 (human) lipoxygenase inhibition; P18054; purified 12hLO, xylenol orange hydroperoxide absorbance; Potency, µM (doses to about 108 µM), for inactives: at the top dose activity change, negative = inhibition, hits mostly inhibitors; 580,000 tested, 1.1% active; AID 1671190; further: potency means the concentration at half of the fitted maximal effect; on the % scale 0 is the no-effect control and ±100 the full control effect
Target sequence (P18054 whole entry, looked up): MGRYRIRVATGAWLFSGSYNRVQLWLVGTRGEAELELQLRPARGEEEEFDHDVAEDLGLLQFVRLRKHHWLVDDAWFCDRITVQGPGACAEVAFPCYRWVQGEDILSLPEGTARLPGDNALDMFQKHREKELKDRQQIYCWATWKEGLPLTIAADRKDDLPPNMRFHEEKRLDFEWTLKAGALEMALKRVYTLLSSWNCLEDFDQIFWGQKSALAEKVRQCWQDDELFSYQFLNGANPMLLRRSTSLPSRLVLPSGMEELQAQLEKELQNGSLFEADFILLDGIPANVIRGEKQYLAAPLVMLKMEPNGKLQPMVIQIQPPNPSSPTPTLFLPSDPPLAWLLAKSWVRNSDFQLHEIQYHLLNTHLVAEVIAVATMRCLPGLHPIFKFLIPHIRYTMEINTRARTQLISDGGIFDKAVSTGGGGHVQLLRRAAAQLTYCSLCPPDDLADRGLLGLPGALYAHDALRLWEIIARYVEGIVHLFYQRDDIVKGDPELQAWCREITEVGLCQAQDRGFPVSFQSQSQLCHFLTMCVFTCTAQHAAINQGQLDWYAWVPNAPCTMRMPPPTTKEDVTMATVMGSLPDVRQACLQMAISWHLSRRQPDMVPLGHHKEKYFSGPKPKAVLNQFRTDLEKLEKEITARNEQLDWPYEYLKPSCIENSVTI
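Purified human 12hLO at 150 nM in 25 mM Hepes, 0.01% Triton X-100, pH 7.0, preincubated 15 min at room temperature with compound. Reaction started with 40 uM arachidonic acid, 30 min at room temperature. Hydroperoxide measured by Fe-xylenol orange, 573/405 nm absorbance ratio.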
Anesthetic bind – binds horse apoferritin like a general anesthetic; apoferritin/1-aminoanthracene competitive binding, fluorescence; Potency, µM (top dose mostly 77.5 µM), without a hit: at the top dose activity change, negative = displacement, most hits filed as inhibitors; 350,000 tested, 0.074% active; P02791; further: potency means the concentration at half of the fitted maximal effect; on the % scale 0 is the no-effect control and ±100 the full control effect; nearly all actives have a fitted effect of over 20% in size
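Read-out: endpoint 1-AMA fluorescence, excitation 380 nm and emission 535 nm, after compounds sit 10 min at room temperature with 10 uM horse-spleen apoferritin in 50% saturated 1-AMA/PBS. Values come from four-parameter Hill fits.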
POLI inh – DNA polymerase iota (human) inhibition | Q9UNA4 | Pol iota fluorescent replication assay, 10 min | Potency, µM (titrated, usually from 115 µM), for inactives: at the top dose activity, negative = inhibition, most hits filed as inhibitors | 390,000 tested, 1% active; further: potency means the concentration at half of the fitted maximal effect
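Fluorescent replication assay read twice, at 0 min and 10 min after adding 50 nM (final) substrate. Enzyme (10 nM) and compounds were first incubated 15 min at room temperature; enzyme-free buffer wells were negative controls.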
APE1 inh – blocks human APE1 abasic DNA cleavage. AID 2517. P27695. Potency, µM (top dose mostly 65.8 µM), for inactives: top-dose activity change, negative = inhibition, most hits filed as inhibitors. recombinant APE1, TAMRA/BHQ-2 abasic DNA cleavage fluorescence. 350,000 tested, 0.35% active;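 further: potency means the concentration at half of the fitted maximal effect; plate controls were vehicle for no effect and reference inhibitor for full effect; nearly all actives have a fitted effect of over 55% in size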
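0.75 nM APE1 + cpd, 15 min RT; start w/ 50 nM TAMRA/BHQ-2 THF-abasic dsDNA; kinetic fluor 525/598 nm ×3 reads @60 s; Δ(read3−read1); normalized to DMSO and NSC13755 control wells.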
POLK inh – DNA polymerase kappa (human) inhibition | 400,000 tested, 0.53% active | Potency, µM (series often up to 107 µM), for inactives: top-dose activity, negative = inhibition, actives largely listed as inhibitors | AID 588579 | purified Pol kappa, fluorescent DNA synthesis assay, 10 min; further: potency means the concentration at half of the fitted maximal effect; on the % scale 0 is the no-effect control and ±100 the full control effect
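Kinetic fluorescence readout at 0 and 10 min followed reaction start with substrate at 50 nM final. Beforehand, enzyme (10 nM Pol kappa) stood 15 min with compound at room temperature; buffer-only wells were negative controls.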
BLM inh – Bloom syndrome helicase (human) inhibition | P54132 | recombinant BLM DNA unwinding, fluorescence dequenching | Potency, µM (series often up to 56.1 µM), for inactives: at the highest dose activity change, negative = inhibition, hits mostly inhibitors | 350,000 tested, 0.2% active | AID 2528;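 further: potency means the concentration at half of the fitted maximal effect; plate controls were vehicle for no effect and no enzyme for full effect; nearly all actives have a fitted effect of over 35% in size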
TRHR ag – agonists of human TRH receptor | activation, % at 2 µM | AID 493084 | P34981 | TRHR cells, calcium flux fluo-8, FDSS agonist mode | 360,000 tested, 0.18% active; in the data active means activation above about 30%; further: 0% is about no effect
Target sequence (P34981 whole entry, looked up): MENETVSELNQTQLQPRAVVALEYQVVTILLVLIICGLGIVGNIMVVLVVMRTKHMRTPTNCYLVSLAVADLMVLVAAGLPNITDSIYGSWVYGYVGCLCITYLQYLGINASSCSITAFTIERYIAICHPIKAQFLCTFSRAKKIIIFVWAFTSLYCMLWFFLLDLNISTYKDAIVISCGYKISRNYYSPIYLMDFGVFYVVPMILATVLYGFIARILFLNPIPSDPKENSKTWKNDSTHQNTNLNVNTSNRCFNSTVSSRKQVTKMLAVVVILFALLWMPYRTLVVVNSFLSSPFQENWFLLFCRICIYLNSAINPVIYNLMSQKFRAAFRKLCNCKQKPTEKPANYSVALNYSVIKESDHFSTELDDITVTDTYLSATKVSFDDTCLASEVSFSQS
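Steps: seed TRHR cells overnight; add fluo-8 no-wash Ca dye, RT 30 min–1.5 h; record 10 s baseline; pin-transfer compounds; monitor fluorescence 1 cycle/s for the agonist window. Calcium increases flag candidate agonists.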
Active calls of the source: *; ? = inconclusive; nt = not tested or not shown; & = joins results of further samples; [ ] = dose if it differs, or a comment. Unless noted, the call rests on the fitted dose curve; in most records, active means well fitted curve in the direction sought with a large enough effect; inconclusive means small, poorly fitted or top-dose-only effect, or another doubt; inactive means no such curve, though single readings can be large; an effect the other way counts as inactive or inconclusive.

SMILES	Pol beta inh	ERG Ets-DNA blk	ALOX12 inh	Anesthetic bind	POLI inh	APE1 inh	POLK inh	BLM inh	TRHR ag
O=C(Cc1cccc(NC(=O)C2CCCN(C(=O)C3CCCCC3)C2)c1)Nc1ccc(C(=O)N2CCOCC2)cc1 (stereo not drawn)	nt	-6%	-5%	nt	2%	nt	0%	nt	nt
COc1ccc(OC)c(-n2c(-c3ccccc3)n[nH]c2=S)c1	6%	-9%	?	4%	11%	-1%	-13%	-1%	0.5
COc1cc(NC(=O)c2ccc(NS(=O)(=O)c3c(C)noc3C)cc2)cc(OC)c1	32%	-1%	-6%	-8%	-4%	-10%	-11%	-7%	0.0
Cc1ccc(NC(=O)COC(=O)CN2CCCCCC2=O)c(C)c1	nt	-10%	34%[activator]	nt	13%	44%	8%	nt	-0.3
CCCc1nnc(NC(=O)Nc2ccc(OC)cc2)s1	2%	3%	0%	?	2%	-6%	6%	-2%	0.0
CNC(=O)c1ccccc1Sc1ccccc1C#N	7%	-2%	5%	-3%	28%	16%	-1%	-1%	0.4
CCOc1cc(NC(=O)c2ccccn2)c(OCC)cc1NC(=O)c1ccc(OC)cc1	37%	-7%	12%	-8%	96%[activator]	-6%	-11%	-3%	-0.2
COC(=O)c1ccc(OC(=O)CCN2C(=O)C3CCCCC3C2=O)cc1 (stereo not drawn)	14%	6%	-27%	-12%	48%[activator]	0%	-4%	1%	0.4
CCCCOC(=O)c1ccc(O)cc1	-5%	-7%	-32%	-17%	29%	2%	5%	7%	-0.2
CCCCn1c(SCC(=O)NC2CCS(=O)(=O)C2)nc2cc(S(N)(=O)=O)ccc21 (stereo not drawn)	33%	6%	4%	-3%	-4%	?	-8%	-3%	-1.0
COc1ccccc1CNc1nc(-c2ccc(N(C)C)cc2)nc2ccccc12	nt	nt	28µM*	-14%	nt	-2%	?	14µM*	nt
COc1ccc(NC(=O)NC2(C(=O)N3CCCCCC3)CCCCC2)cc1	14%	1%	-4%	-10%	5%	1%	0%	-2%	-0.3
CCOC(=O)c1cc2c(=O)n3ccccc3nc2n(C)c1=NC(=O)c1cc2ccccc2o1	-3%	-1%	?	174%[activator]	12%	nt	-15%[60.1 µM]	4%	0.3
Cc1onc(-c2c(Cl)cccc2Cl)c1C(=O)c1c[nH]c(C(=O)NCC2CCCO2)c1 (stereo not drawn)	3%	10%	75%[activator]	0%	64%[activator]	1%	-10%	4%	0.4
C=CCN(c1ccccc1)S(=O)(=O)c1cccc(C(=O)NCc2ccncc2)c1	nt	14%	-21%	nt	6%	17%	-7%	nt	-0.4
CC(C)C(=O)N1CCN(c2ccccc2N)CC1	0%	-3%	37%[activator]	-9%	17%	-3%	5%	0%	0.5
CCN1C(=O)C(CC(=O)Nc2cccc(C(C)=O)c2)S/C1=N\c1ccccn1 (stereo not drawn)	-24%	1%	10%	-1%	-11%	-6%	-14%	-5%	-0.4
CC(C)c1ccccc1NC(=O)Nc1ccc2c(c1)OCO2	37%	-6%	-13%	-14%	23%	-12%	4%	-1%	-1.1
O=C(NC1CCN(C(=O)N2CCOCC2)CC1)c1ccccc1	-5%	-1%	-2%	-5%	17%	4%	2%	3%	0.8
Cc1ccc(S(=O)(=O)N(C)CC(=O)Nc2ncccc2C)cc1	nt	2%	2%	nt	20%	0%	-11%	nt	-0.4
COc1ccccc1N1CCSC1C(N)=O (stereo not drawn)	1%	-1%	0%	-5%	9%	2%	-3%	-1%	-0.5
N#Cc1ccc(NC(=O)C2CC(c3ccc(F)cc3)=NO2)cc1 (stereo not drawn)	19%	-1%	24%&-86%	-7%	34%[activator]	1%	17%	-2%	-0.4
Cc1ccc(-c2noc(-c3ccccc3NC(=O)C3CC(=O)N(c4ccccc4C)C3)n2)cc1 (stereo not drawn)	4%	-20%	0%	50%[activator]	-1%	nt	12%	-4%	-0.7
COc1ccc(N2CCN(C(=O)c3cc(-c4ccc(C)c(F)c4)on3)CC2)cc1	3%	4%	-28%	51%[activator]	15%	nt	-10%	-6%	-0.2
N#Cc1ccc(OCc2cccc(S(=O)(=O)N3CCOCC3)c2)cc1	nt	-3%	-16%	nt	3%	-5%	1%	nt	-0.4
Next part
SMILES	Pol beta inh	ERG Ets-DNA blk	ALOX12 inh	Anesthetic bind	POLI inh	APE1 inh	POLK inh	BLM inh	TRHR ag
CCOC(=O)/C(=C\Nc1ccc(OC(F)(F)F)cc1)Sc1ncc(C(F)(F)F)cc1Cl	9%	1%	0%	-22%	8%	2%	-18%	0%	-0.3
COc1cc2c(cc1OC)C(=O)Cc1ccc3c(c1CN(C)CC2)OCO3	-2%	0%	-2%&-3%	1%	14%	-4%&-6%&-2%	19%	3%&-9%&1%	0.3
CCOc1ccc(CN2CCNC(=O)C2CC(=O)NCCc2cnccn2)cc1 (stereo not drawn)	26%	-9%	3%	-7%	28%	25%	0%	-1%	0.7
CC(C)CCNC(=O)c1onc(CSc2ccccn2)c1C(=O)NCCC(C)C	nt	-1%	2%	nt	?	nt	-17%	nt	nt
COc1ccc(NS(=O)(=O)c2cc(NS(=O)(=O)c3cccs3)ccc2C)cc1	nt	4%	-11%	nt	5%	-7%	-18%	nt	-0.5
CC1SC(C)C(=O)N(CC(=O)NCc2ccc(F)cc2)C1=O (stereo not drawn)	6%	0%	-6%	0%	42%[activator]	-2%	-13%	4%	-0.5
Cn1cc(CN2CCC[C@H]2CO)c(-c2cccc(Cl)c2)n1	1%	11%	10%	-6%	-4%	1%	-6%	-4%	0.6
COc1ccc(-n2cc(C(=O)OCc3ccc(Cl)cc3)c3ccccc3c2=O)cc1	-26%	3%	-13%	-15%	-14%	nt	-2%[60.1 µM]	-10%	0.4
O=C(NCc1ccccc1CN1CCCC1)C1CCN(C(=O)c2ccc(F)cc2)CC1	nt	-2%	116%[activator]	nt	-11%	11%	7%	nt	0.8
CCCCN1c2ccccc2N(CCCO)c2cc(C)nnc21	16%	-1%	-12%	-10%	8%	-3%	1%	-3%	-2.2
Cc1c(NC(C)c2cc(Cl)ccc2O)c(=O)n(-c2ccccc2)n1C (stereo not drawn)	1%	-8%	?	-15%	2%	-1%	-19%	-10%	-1.2
CCc1ccc(NC(=O)CSc2nc3c(sc4ccccc43)c(=O)n2CCN(CC)CC)cc1	4%	6%	-33%	-6%	15%	nt	0%[60.1 µM]	-1%	-0.3
COc1cccc(C2Nc3ccc4ccccc4c3C3=C2C(=O)CC(C)(C)C3)c1OCC(=O)O (stereo not drawn)	18%	-8%	19%	nt	1%	10%	-2%	-1%	-0.2
COC(=O)c1c(NS(=O)(=O)c2cccs2)sc2c1CCCC2	-24%	-2%	?	5%	41%[activator]	1%	-5%	-10%	0.7
CCOC(=O)c1c(C)[nH]c(C)c1S(=O)(=O)NCC(=O)Nc1ccccn1	28%	6%	0%	-9%	4%	7%	11%	2%	0.5
CCOc1ccc(NC(=O)CN(C)C(=O)c2cc(S(=O)(=O)N3CCCCC3)ccc2C)cc1OCC	nt	nt	?	nt	13%	9%	0%	nt	-0.5
CC(C)CC1Nc2ncnc(N3CCOCC3)c2N(Cc2ccccc2)C1=O (stereo not drawn)	nt	-2%	?	nt	13%	2%	-1%	nt	nt
CN(CC(=O)Nc1ccccc1Cl)C(=O)COC(=O)/C=C/c1ccccc1	nt	-2%	1%	nt	31%[activator]	4%	-12%	nt	-0.7
COc1cc(C(=O)OCC(=O)Nc2cccc(S(=O)(=O)N3CCOCC3)c2)ccc1OCC(C)C	nt	4%	-4%	nt	29%	-8%	-16%	nt	0.6
COc1ccccc1CN1CCCC2(CCN(C(=O)c3cnccn3)CC2)C1	nt	nt	5%[57.4 µM]	nt	nt	1%	6%[60.1 µM]	1%	nt
CCCSc1ncc(Cl)c(C(=O)Nc2ccc(CC)cc2)n1	1%	-4%	-8%	-22%	-4%	nt	0%	-5%	0.3
C=CCn1c(=O)c(C(=O)Nc2cccnc2)c(O)c2ccccc21	11%	-7%	-9%	0%	1%	3%	-8%	-17%	-0.1
CCn1cc(/C=C/C(=O)c2ccc(O)cc2)c(C)n1	7%	-4%	-6%	-15%	185%[activator]	-3%	-4%	-3%	-0.3
Cc1ccc(S(=O)(=O)NCC(c2cccnc2)N2CCN(Cc3ccccc3)CC2)cc1 (stereo not drawn)	1%	-5%	?	-11%	28%	40%	-3%	-1%	-0.6
COc1ccc(C2=NOC3(CC(=O)N(c4ccc(C)cc4)C3=O)C2)cc1 (stereo not drawn)	4%	-11%	?	-19%	-16%[58.9 µM]	-3%	-12%	3%	0.0
Continued.
SMILES	Pol beta inh	ERG Ets-DNA blk	ALOX12 inh	Anesthetic bind	POLI inh	APE1 inh	POLK inh	BLM inh	TRHR ag
COc1cccc(C(=O)Nc2ccc3nc4n(c(=O)c3c2)CCCC4)c1	-1%	-15%	32%[activator]	-9%	4%	22%	6%	-1%	-0.4
CCN(CC)S(=O)(=O)c1ccc(C(=O)NCc2n[nH]c(=S)n2-c2ccc(Cl)c(Cl)c2)cc1	15%	-6%	?	-24%	56%[activator]	1%	-8%	-20%	0.2
CCOc1ccc(OCC)c(S(=O)(=O)N2CCCCC2)c1	13%	-12%	4%	-15%	6%	1%	-8%	-2%	-1.0
Oc1cccc(NC(=S)Nc2cccnc2)c1	16%	2%	-13%	-8%	28%	1%	6%	-3%	0.3
Nc1c(-c2nc(-c3ccccc3Cl)no2)nnn1-c1ccccc1C(F)(F)F	22%	0%	-13%	25%	25%	nt	9%	-11%	-0.5
CS(=O)(=O)Nc1ccc(S(=O)(=O)NC2CCCCC2)cc1	3%	-8%	13%	-2%	-1%	-2%	-4%	-1%	1.3
COc1ccc(-c2cn(-c3ccc(C)cc3C)c(=S)[nH]2)cc1OC	10%	-4%	?	4%	6%	-7%	-17%	-9%	-0.3

An excerpt. The share of hits here may be higher or lower than overall.
